miR-122 sensor – miR-122 Renilla sensor signal increase in Huh7, primary screen, miR-122 inhibitor project, cell-based, single point, plate reader; activation (reporter increase), % at 12.5 µM; AID 602342, 2012; Huh7 miR-122 Renilla luciferase sensor, 48 h; neutral wells = 0, positive control = 100; 0.3% of 340,000 active;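 active = mean replicate activation score at least 90 and every replicate individually at or above 90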;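 note: higher luciferase means less miR-122 activity so hits act as miR-122 inhibitors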
PGC1a acetyl inh – inhibitors of PGC1a acetylation signal, primary screen, cell-based, U2OS, AlphaScreen, inhibitor mode; AlphaScreen anti-acetyl-lysine; with virally co-expressed GCN5 acetyltransferase; inhibition, % at 15.6 µM; 0.17% of 350,000 active; AID 651687, 2012;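 active = every replicate shows inhibition of at least 40%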;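 note: 0% = neutral control wells and 100% = positive control wells; some results beyond the cut were filed as inactive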
F508del corr – F508del CFTR correction, initial screen, CFBE line, single point | activity (quench increase), % at 7.58 µM | CFBE cells, YFP halide quenching; stimulated with forskolin plus potentiator P3; % fluorescence drop versus neutral controls | 0.36% of 350,000 active;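 active = mean added fluorescence quench of at least 8% versus neutral control, with both replicates also reaching 8%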;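 note: cells transiently co-express mutant CFTR-F508del with the halide-sensitive YFP; corrector assay measuring rescue of mutant channel to the surface after 24 h compound exposure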
C2C12 statin – suppressors of statin myotoxicity in C2C12 myotubes, primary screen, cell-based, single point, plate reader. C2C12 myotubes + simvastatin, ATP luminescence, 48 h; scaled: DMSO 0, geranylgeraniol control 100. 0.78% of 330,000 active. rescue of ATP level, % at 7.49 µM;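 active = mean ATP rescue above about 67%, or every replicate alone reaching that limit, limit read from the data, passing the limit was not always enough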;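 note: myotubes were challenged with 10 µM simvastatin during compound exposure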
PglD inh – C. jejuni PglD acetyltransferase inhibitors, primary screen, biochemical, DTNB colorimetric, single point. inhibition, % at 12.5 µM. 0.098% of 360,000 active. UDP-N-acetylbacillosamine N-acetyltransferase PglD (Campylobacter jejuni). purified PglD enzyme, DTNB colorimetric CoA detection; in the data active = inhibition above about 16%, passing the limit was not always enough; note: strong numbers were not always called active
Cneo AK release – Cryptococcus neoformans cell lysis inducers, primary screen, AK release luminescence, single concentration; C. neoformans lysis, adenylate kinase release luminescence, 4 h; normalised: neutral wells 0, clomiphene wells 100; lysis activity, % at 15 µM; 0.2% of 360,000 active;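 active = mean lysis activity across replicates of at least 80%, whatever share of replicates individually reach that level; inactive = mean lysis activity below 80%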
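Schedule: static 4 h at 37 °C with compound, 1 h detection; system: C. neoformans cells; benchmarks: Clomiphene as positive control; buffer or medium: fresh YPD medium; measure: luminescence rise reflecting yeast cell lysis; measured by: luminescent adenylate kinase detection reagent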
FN deposit inh – inhibitors of fibronectin matrix deposition, primary screen, AH1F cells, Alexa488-fibronectin fluorescence, plate reader; AH1F fibroblasts, overnight; inhibition, % at 12.6 µM; 0.086% of 350,000 active; AID 743247, 2014;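 active = mean inhibition across replicates of 30% or more, regardless of how many single replicates reach that level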;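 note: positive control wells lacked labelled fibronectin entirely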
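Material: AH1F fibroblast monolayer depositing Alexa488-labelled fibronectin into matrix | Input: 10000 AH1F cells/well | Medium: DMEM plus 2% serum, read in PBS | Reagent: Alexa488-fibronectin, 24 nM final in well | Compound dosing: One dose per compound, pinned | Schedule: 1 h adhesion, overnight exposure | Measured by: Fluorescence at 485 nm excitation, 525 nm emission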
GSIS activator – GLuc luminescence reporter in INS-1E cells, primary screen for activators of glucose-dependent secretion of insulin; INS-1E GLuc reporter insulin secretion, 2-3 h; activation, % at 16.6 µM; 0.61% of 370,000 active;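 active = lowest replicate activation of at least 40%, so every replicate reaches that level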;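 note: 0% = median of neutral control wells and 100% = median of IBMX positive control wells; some compounds called inactive have numbers as strong as hits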
* marks the source's active call; other numbers are inactive results; nt = not tested or not shown; [ ] = remark or other dose.

SMILES	miR-122 sensor	PGC1a acetyl inh	F508del corr	C2C12 statin	PglD inh	Cneo AK release	FN deposit inh	GSIS activator
Cc1noc(C)c1S(=O)(=O)N(C)C[C@H]1OCCCC[C@H](C)Oc2ccc(NC(=O)Cc3ccccc3)cc2C(=O)N([C@H](C)CO)C[C@@H]1C	9[16.7 µM]	-4	0.9	nt	-2	-2	nt	-18
Cc1ccc(S(=O)(=O)NCC(=O)Nc2cccnc2)cc1C	-1	-3	-4.8	9	nt	nt	-3	-6
CN(C(=O)COC(=O)c1cc(S(=O)(=O)N2CCCCC2)ccc1Cl)c1ccccc1	0	5	1.1	18	5	2	1	-23
S=c1[nH]nc(-c2cccnc2)n1/N=C/c1cccs1	-9	2	nt	8	-1	2	nt	nt
O=C(CCSCCC(=O)NN=Cc1cccc(Cl)c1)NN=Cc1cccc(Cl)c1	1	1	-3.1	6	1	1	4	-26
COc1cccc(S(=O)(=O)N[C@H]2C=C[C@H](CC(=O)NCc3ccc(F)cc3)O[C@@H]2CO)c1	nt	0	-4.3	-4	4	9	11	-13
COc1ccc2c3c([nH]c2c1)[C@@H](CO)NCC31CCN(C(=O)c2ccccc2)CC1	nt	-2	2.1	nt	nt	nt	-13	14
Cc1c(NC(=S)NC(=O)c2ccco2)c(=O)n(-c2ccccc2)n1C	-3	8	nt	6	3	0	2	-4
O=C1CN=C(Nc2ccccc2Cl)N1Cc1ccc2c(c1)OCO2	3	nt	nt	nt	-3	-1	-3	5
O=C(CNc1cccc2ccccc12)N/N=C/c1ccc(C(=O)O)cc1	7	-7	nt	0	1	-3	4	-60
Cc1nn(-c2ccccc2)c2sc(C(=O)n3cccn3)cc12	-6	-14	nt	nt	1	-1	-32	nt
CN(c1cccc(NC(=O)CN(c2ccc(F)cc2)S(C)(=O)=O)c1)S(C)(=O)=O	1	nt	1.3	5	5	2	-2	-6
CCOC(=O)N(C)C[C@@H]1OCc2cn(nn2)CCCC(=O)N([C@H](C)CO)C[C@@H]1C	-2[16.7 µM]	0	0.2	8	0	-6	-11	-10
C[C@@H]1CCCCO[C@H](CN(C)Cc2ccncc2)[C@@H](C)CN([C@H](C)CO)C(=O)c2cc(NS(C)(=O)=O)ccc2O1	6[16.7 µM]	-2	-0.4	-12	1	-1	nt	2
C[C@H]1CCCCO[C@H](CN(C)C(=O)c2ccccc2)[C@@H](C)CN([C@@H](C)CO)C(=O)c2cc(NC(=O)C3CCCCC3)ccc2O1	-6[16.7 µM]	0	1.0	18	3	55	nt	-13
O=C(O)C1CC=CCC1C(=O)NCc1cn2ccccc2n1 (stereo not drawn)	nt	nt	-2.2	-1	-4	-1	-10	2
COc1cccc(-n2nc(C(C)=O)c(C#N)c2-c2ccco2)c1	-5	5	6.7	4	nt	nt	-23	12
Cn1c(=O)oc2cc(S(=O)(=O)N3CCC(C(=O)NCc4ccccc4Cl)CC3)ccc21	0	5	-4.0	-9	-5	1	5	2
N=C1C(c2nc3ccccc3[nH]2)=C(O)CN1c1ccc(CC(=O)O)cc1	-5	-1	nt	-15	3	-1	12	2
CCCC#Cc1cnc2c(c1)C(=O)N([C@@H](C)CO)C[C@H](C)[C@H](CN(C)S(C)(=O)=O)O2	6[16.7 µM]	-1	1.0	20	2	-2	-4	16
CCCCN(C)C(=O)Cc1c(OC)ccc2cc(Br)ccc12	8	-1	nt	-10	-11	5	-4	-15
COCC(=O)Nc1cccc(-c2ccc3nncn3n2)c1	-10	-1	1.5	-5	0	0	6	2
COc1ccc(NS(=O)(=O)c2ccc3c(c2)CCO3)cc1	19	-5	0.3	nt	0	-2	10	-3
C[C@@H]1CN([C@H](C)CO)C(=O)c2cc(C3=CCCCC3)cnc2O[C@H]1CN(C)C(=O)CN1CCOCC1	nt	-1	-1.8	9	3	1	nt	171*
CN1C(C(=O)NCc2ccccc2)CC2Cn3c(nc4cc(Cl)c(Cl)cc43)C21 (stereo not drawn)	-2	4	-1.0	5	3	3	-15	-22
Cc1ccc2nsnc2c1S(=O)(=O)N1CCN(C)CC1	-4	5	-0.4	2	3	4	-18	20
COc1cccc(NC(=O)Cn2c(=O)n(CCCC(=O)NCc3ccco3)c(=O)c3ccccc32)c1	2	-2	nt	6	0	2	nt	-10
COC(=O)[C@H]1[C@H](CO)[C@H]2Cn3c(ccc(C4=CCCCC4)c3=O)[C@H]2N1C(=O)C1CC1	-6[16.7 µM]	nt	0.9	-4	1	41	nt	18
CCCCn1cnc2c(=S)nc(N)[nH]c21	3	5	0.4	9	4	-3	-16	13
Cn1cnc(S(=O)(=O)N[C@@H]2CC[C@H](CC(=O)NCC3CCCCC3)O[C@H]2CO)c1	nt	2	-3.3	7	2	38	9	4
COc1cccc(C(=O)Nc2ccc3c(c2)C(=O)N(C)C[C@@H](OC)[C@@H](C)CN(C(=O)C2CCCC2)[C@H](C)CO3)c1	-1[16.7 µM]	nt	2.0	15	4	-2	5	-11
COc1ccc(/C=C(\NC(=O)c2ccccc2Cl)C(=O)NCCCC(=O)O)cc1	-6	9	-1.7	nt	nt	nt	4	13
O=C(NCc1ccc(F)cc1)C1CCCN1C(=O)Nc1ccc(F)cc1 (stereo not drawn)	nt	nt	1.8	0	-2	-1	-2	-7
Cc1noc(C)c1NC(=O)Nc1ccc2c(c1)CC(=O)N([C@H](C)CO)C[C@H](C)[C@@H](CN(C)S(=O)(=O)c1cccs1)O2	4[16.7 µM]	2	1.7	-32	-1	-3	1	15
CC(C)(C)c1ccc(-c2n[nH]c(=S)n2CC2CCCO2)cc1 (stereo not drawn)	7	-6	-0.6	0	-5	2	3	-15
Cc1cccc(NC(=O)CSc2nncn2N)c1C	-6	3	2.5	4	-1	-1	4	-4
O=C(O)c1ccc(NC(=S)NC(=O)c2ccc(-c3ccc(Br)cc3)o2)cc1	12	nt	3.1	3	3	0	0	nt
COc1cccc(CNC(=O)CSc2ccc(-c3ccco3)nn2)c1	nt	-1	-0.4	nt	nt	nt	13	-13
COC(=O)COc1ccc2occ(C(C)=O)c2c1	-6	-25	-1.4	4	nt	nt	nt	7
CC(/C=C/c1ccco1)=N\NC(=O)CNc1cccc(C)c1	nt	-3	-3.0	nt	nt	nt	4	-2
Cc1ccc(N(C)S(=O)(=O)c2cccc(C(=O)OCC(=O)N3CCCC(C)C3)c2)cc1 (stereo not drawn)	nt	nt	2.3	-1	-4	1	0	-56
C[C@]12c3[nH]c4cc(-c5ccco5)ccc4c3CCN1C(=O)[C@@H](CC(=O)NCCc1ccccn1)C[C@@H]2C(=O)N1CCOCC1	-2	0	-5.0	0	-1	0	0	9
CC(C)n1c(SCC(=O)N2CCCC2)nc2c1c(=O)n(C)c(=O)n2C	3	-13	nt	4	-8	0	nt	nt
Cc1ccc(NC(=O)c2cc(S(=O)(=O)N3CCCCC3)c[nH]2)cc1F	11	3	-1.0	-12	-1	3	0	15
COc1ccc(S(=O)(=O)N(C)C[C@H]2OCCCC[C@@H](C)Oc3ccc(NS(=O)(=O)c4ccc(Cl)cc4)cc3C(=O)N([C@H](C)CO)C[C@H]2C)cc1	nt	-14	-0.7	nt	nt	nt	-2	-8

Arranged by length of the SMILES (largest number first): some entries from above
SMILES	miR-122 sensor	PGC1a acetyl inh	F508del corr	C2C12 statin	PglD inh	Cneo AK release	FN deposit inh	GSIS activator
C[C@]12c3[nH]c4cc(-c5ccco5)ccc4c3CCN1C(=O)[C@@H](CC(=O)NCCc1ccccn1)C[C@@H]2C(=O)N1CCOCC1	-2	0	-5.0	0	-1	0	0	9
CN(c1cccc(NC(=O)CN(c2ccc(F)cc2)S(C)(=O)=O)c1)S(C)(=O)=O	1	nt	1.3	5	5	2	-2	-6
Cc1ccc(NC(=O)c2cc(S(=O)(=O)N3CCCCC3)c[nH]2)cc1F	11	3	-1.0	-12	-1	3	0	15
O=C(CNc1cccc2ccccc12)N/N=C/c1ccc(C(=O)O)cc1	7	-7	nt	0	1	-3	4	-60
CC(C)(C)c1ccc(-c2n[nH]c(=S)n2CC2CCCO2)cc1 (stereo not drawn)	7	-6	-0.6	0	-5	2	3	-15
Cc1ccc(S(=O)(=O)NCC(=O)Nc2cccnc2)cc1C	-1	-3	-4.8	9	nt	nt	-3	-6

New compounds follow.
SMILES	miR-122 sensor	PGC1a acetyl inh	F508del corr	C2C12 statin	PglD inh	Cneo AK release	FN deposit inh	GSIS activator
O=C(C[C@@H]1CC[C@@H]2[C@H](COC[C@@H](O)CN2Cc2nccs2)O1)NCc1ccccc1F	-1[16.7 µM]	4	2.1	-8	-1	63	5	22
CSC1=NC2(CCCCC2)C2=C(CCCC2)N1	nt	-2	-0.1	0	1	1	nt	52
COc1cccc(S(=O)(=O)N2CCCCN3[C@@H](CO)[C@@H](c4ccc(C#CCC(C)C)cc4)[C@@H]3C2)c1	-18[16.7 µM]	-13	4.8	7	2	84*	9	1
CCCC/C(O)=N\S(=O)(=O)c1ccc(N=NN(C)C)cc1	0	0	nt	nt	0	1	5	nt
C[C@@H]1CN([C@@H](C)CO)C(=O)Cc2cc(NC(=O)C3CC3)ccc2O[C@@H]1CN(C)S(C)(=O)=O	-3[16.7 µM]	nt	-1.4	1	2	1	nt	8
C[C@H](O)C#Cc1cnc2c(c1)C(=O)N([C@@H](C)CO)C[C@@H](C)[C@H](CN(C)C(=O)c1ccc(F)cc1)O2	nt	10	1.2	12	-9	-12	nt	9
N/C(=N\OC(=O)c1csnn1)c1ccc(C(F)(F)F)cc1	-6	2	2.0	nt	-1	0	-4	nt
CCCCCCCCCOC(=O)C(CC(=O)O)N1CCOCC1 (stereo not drawn)	nt	nt	nt	-8	2	-7	nt	6
COc1ccc(C(=O)Nc2ccccc2-c2nnn(CC(=O)Nc3ccc4c(c3)OCCO4)n2)cc1	-6	3	nt	-35	-1	5	nt	nt

Screening data as filed in PubChem.
